Source: PubChem
VLA-4 inh: inhibition in a human VLA-4 binding assay; 0.2% of 330,000 active; VLA-4 expressing cells, ligand binding flow cytometry; inhibition, % (about 7 µM as worked out from the volumes in the protocol); P13612; in the data active = inhibition above about 50%
GRK2 inh: blocks RNA aptamer binding to human GRK2 | bead flow cytometry, FAM-aptamer displacement from GRK2 | P25098 | inhibition of aptamer binding, % at 10 µM | AID 488847 | 0.59% of 330,000 active;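 active = inhibition of aptamer binding above 40%, roughly 3 SD of noise, on plates passing a quality check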;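 also: median bead fluorescence of bound FAM aptamer so fluorescent compounds give negative values; no value below 0 was filed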
CR mimetic SO: yeast age-related superoxide inhibition as caloric restriction mimetic; 0.18% of 330,000 active; superoxide response (% of plate mean), % at 10 µM; S. cerevisiae aged cells, superoxide DHE fluorescence; hits give low values;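 active = superoxide response under a set limit, about three screen SD below normal, cut at about 65% in these data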;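 also: yeast aged for seven days with compound at 30 °C before DHE staining; 100% = average MFI of all compound-treated wells on the plate with controls excluded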
AGP1 TOR yeast: modulators of TOR pathway AGP1-GFP in S. cerevisiae | S. cerevisiae AGP1-GFP multiplex flow cytometry, 3 h; GFP as percent of DMSO wells | GFP response vs DMSO, % at 10 µM | 0.02% of 320,000 active;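 active = GFP response relative to DMSO above a set limit, near screen average plus 3 SD, cut at about 150% in these data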;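 also: median GFP channel fluorescence of the gated AGP1 strain per well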
CIT2-GFP yeast: yeast TOR pathway CIT2-GFP modulation; S. cerevisiae CIT2-GFP strain, flow cytometry, 3 h; 100 means same as DMSO wells; GFP response vs DMSO, % at 10 µM; 0.065% of 320,000 active;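 active = GFP response relative to DMSO above a set limit, near the screen mean plus 3 SD, cut at about 150% in these data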;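 also: ratio of well median GFP fluorescence to mean of DMSO wells on the plate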
MCL1 BIM primary: inhibitors of human MCL1 binding to BIM-BH3 peptide | Q07820 | GST-MCL1 / FITC-Bim-BH3 fluorescence polarization | inhibition, % at 10.9 µM | 0.68% of 320,000 active | AID 2057;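 active = inhibition above the mean inhibition of all tested compounds plus 3 SD, set per campaign, cut at about 40% in these data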;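 also: 0% = DMSO wells and 100% = unlabeled Bim-BH3 peptide control; higher means more loss of mP so more displacement of Bim peptide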
Target sequence (Q07820 whole entry, looked up): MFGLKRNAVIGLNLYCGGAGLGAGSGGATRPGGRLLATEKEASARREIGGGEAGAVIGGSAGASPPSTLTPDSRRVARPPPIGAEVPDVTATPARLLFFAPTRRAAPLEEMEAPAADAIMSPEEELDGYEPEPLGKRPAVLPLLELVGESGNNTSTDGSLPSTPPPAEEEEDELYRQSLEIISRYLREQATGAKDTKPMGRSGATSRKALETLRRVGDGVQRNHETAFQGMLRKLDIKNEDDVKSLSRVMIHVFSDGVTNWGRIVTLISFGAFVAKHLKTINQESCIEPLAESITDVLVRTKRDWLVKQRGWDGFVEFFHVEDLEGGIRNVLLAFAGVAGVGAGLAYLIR
MEX-5 binding: C. elegans MEX-5 TCR-2 RNA binding activity | MEX-5/FITC-TCR2 RNA binding, fluorescence polarization; hits give low values | AID 1832 | Q9XUB2 | 0.38% of 300,000 active | activity score (negative = inhibition of binding), % at 10 µM;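 active = inhibition past about -25% in most replicates, and total fluorescence under double the plate's negative control median, limit read from the data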;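 also: 0% = DMSO and -100% = 5 µM competing unlabeled TCR2 RNA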
Target sequence (Q9XUB2 whole entry, looked up): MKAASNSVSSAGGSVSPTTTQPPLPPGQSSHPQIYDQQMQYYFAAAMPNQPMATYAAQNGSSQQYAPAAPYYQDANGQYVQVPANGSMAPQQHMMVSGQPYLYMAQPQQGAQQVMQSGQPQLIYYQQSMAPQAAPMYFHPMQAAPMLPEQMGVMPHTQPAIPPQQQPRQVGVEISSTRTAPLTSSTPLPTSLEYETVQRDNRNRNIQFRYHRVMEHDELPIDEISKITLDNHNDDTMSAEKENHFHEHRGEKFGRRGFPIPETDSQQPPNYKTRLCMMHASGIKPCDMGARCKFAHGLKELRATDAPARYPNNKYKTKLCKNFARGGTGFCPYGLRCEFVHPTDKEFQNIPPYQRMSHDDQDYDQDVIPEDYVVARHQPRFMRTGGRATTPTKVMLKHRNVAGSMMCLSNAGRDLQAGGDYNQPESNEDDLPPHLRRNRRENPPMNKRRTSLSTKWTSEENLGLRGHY
Bcl-xL primary: inhibitors of human Bcl-xL. inhibition, % at 10.9 µM. AID 2129. Q07817. 0.7% of 320,000 active. GST-Bcl-xL / FITC-Bim BH3 peptide fluorescence polarization;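 active = inhibition above the mean of all tested compounds plus 3 SD, cutoff set per campaign, cut at about 30% in these data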;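 also: 0% = DMSO wells and 100% = unlabeled Bim-BH3 peptide competitor; inhibitors lower millipolarization by displacing the labeled peptide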
Target sequence (Q07817 whole entry, looked up): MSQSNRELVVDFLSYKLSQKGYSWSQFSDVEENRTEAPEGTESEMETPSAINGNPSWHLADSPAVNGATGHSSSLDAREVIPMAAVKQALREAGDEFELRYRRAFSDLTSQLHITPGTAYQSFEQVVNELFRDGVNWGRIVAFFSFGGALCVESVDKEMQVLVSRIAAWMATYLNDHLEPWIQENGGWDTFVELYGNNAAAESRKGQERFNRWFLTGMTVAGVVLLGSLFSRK
GLD-1 RNA inh: GLD-1-TGE RNA interaction inhibition (C. elegans); Q17339; purified GLD-1 + fluorescein TGE RNA, fluorescence polarization; inhibition, % at 5.96 µM; 0.44% of 320,000 active;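 active = percent inhibition above a per-plate cutoff, the plate mean of test compounds plus 3 SD, cut at about 30% in these data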;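 also: 0% = DMSO wells with GLD-1 and probe and 100% = wells lacking GLD-1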
* hit, by the source's call; / = not tested or not shown.

SMILES | VLA-4 inh | GRK2 inh | CR mimetic SO | AGP1 TOR yeast | CIT2-GFP yeast | MCL1 BIM primary | MEX-5 binding | Bcl-xL primary | GLD-1 RNA inh
Cc1ccc(/C=N/NC(=O)c2cc(C)oc2C)o1 | -0.2 | 0.0 | 104.0 | 97.5 | 91.6 | 7.6 | -1.2 | 3.4 | 4.4
COc1ccc(/C=N/NC(=O)CN(C)S(=O)(=O)c2ccc(NC(C)=O)cc2)cc1 | 0.7 | 0.0 | 98.8 | 92.6 | 92.0 | 2.1 | 1.9 | 6.8 | -3.9
CN1C(=O)C(c2nnc(Nc3cccc4ccccc34)s2)C2CC1(C)Oc1ccccc12 (centres undefined) | -9.0 | 1.0 | 115.0 | 87.3 | 85.7 | -4.1 | / | 4.5 | 6.2
COc1ccc(C)cc1S(=O)(=O)N1CCCC(C(=O)NCc2ccccn2)C1 (centres undefined) | 8.4 | 4.0 | 100.5 | 116.4 | 102.8 | 1.5 | -4.4 | 0.8 | -1.7
Cc1cccc(/C(N)=N/OC(=O)c2ccoc2C)c1 | 1.0 | 0.0 | 117.0 | 75.4 | 113.6 | -0.5 | -0.6 | -1.3 | 0.0
CN(C)S(=O)(=O)c1ccc(NC(=O)CN2C(=O)NC(Cc3ccccc3)C2=O)cc1 (centres undefined) | 12.3 | 0.0 | 117.3 | 98.3 | 100.6 | 4.7 | / | -2.4 | -1.5
COc1ccc(NS(=O)(=O)c2ccc(F)cc2F)cn1 | -6.5 | 2.0 | 99.0 | 98.0 | 95.5 | 8.3 | -1.2 | 4.0 | -1.4
C/C(=N\NC(=O)c1cc(C)oc1C)c1ccc(N2CCOCC2)cc1 | 9.8 | 1.0 | 90.4 | 116.5 | 115.3 | 4.9 | -1.3 | 0.6 | -2.8
COc1ccc(-c2nn(C)c3sc(C(=O)N4CCOCC4)cc23)cc1OC | -3.5 | 11.0 | 88.3 | 103.8 | / | -1.6 | 3.5 | -1.9 | 3.5
COc1ccc(Cl)cc1S(=O)(=O)N1CCN=C1C | -18.5 | 0.0 | 80.6 | 95.7 | 104.2 | -0.7 | 3.6 | 2.9 | 1.2
CCCCn1c(N)c(N(CCC(C)C)C(=O)C2CCCC2)c(=O)[nH]c1=O | 8.4 | 1.0 | 109.5 | 100.7 | 94.4 | -4.8 | / | -0.9 | 4.2
O=C(COC(=O)c1cc[n+]([O-])cc1)NC(=O)c1ccc(OC(F)F)cc1 | 5.3 | 0.0 | 103.4 | 96.8 | 87.2 | / | / | / | 6.3
Cc1ccc2oc(=O)n(CCOc3ccccc3)c2c1 | 0.2 | 1.0 | 97.1 | 107.1 | 102.0 | 1.7 | -1.0 | -1.3 | 2.9
CC(=O)c1cccc(NC(=O)CCNS(=O)(=O)c2cccc3nsnc23)c1 | -10.9 | 0.0 | 96.6 | 108.2 | 105.2 | 3.9 | 0.6 | 7.3 | -1.9
CCOC(=O)N1CCC(n2c(SCC(=O)NCc3ccccc3)nc3ccccc3c2=O)CC1 | 5.4 | 0.0 | 100.2 | 101.2 | 101.6 | 2.1 | 0.5 | -0.7 | 4.5
CSc1nnc(-c2ccncc2)n1/N=C/c1cn(-c2ccccc2)nc1-c1ccc(Cl)cc1 | 8.7 | 0.0 | 114.4 | 98.8 | 93.6 | -10.6 | 0.4 | 0.0 | -4.0
CC(C(=O)NCc1ccccc1Cl)n1cc([N+](=O)[O-])cn1 (centres undefined) | 10.2 | 8.0 | 89.8 | 94.5 | 98.9 | -3.1 | 1.3 | -1.5 | 5.9
COc1ccc(C2/C=C\CN(S(=O)(=O)c3ccc4ccccc4c3)CC(=O)N2Cc2ccc(F)cc2)cc1 (centres undefined) | 41.9 | 2.0 | 99.0 | 97.2 | 96.8 | -7.8 | 0.6 | 1.8 | -4.4
Cc1nc(Oc2cccc(Cl)c2)c2oc3ccccc3c2n1 | 23.2 | 41.0* | 97.2 | 105.2 | 97.3 | 3.4 | -0.7 | 3.3 | 0.0
CCCC(O)(CCC)C(=O)NNc1ccc(C)cc1 | 4.6 | 0.0 | 90.0 | 111.1 | 100.7 | 0.8 | 2.2 | 4.9 | 9.5

3 neighbouring compounds out of the list so far:
SMILES | VLA-4 inh | GRK2 inh | CR mimetic SO | AGP1 TOR yeast | CIT2-GFP yeast | MCL1 BIM primary | MEX-5 binding | Bcl-xL primary | GLD-1 RNA inh
COc1ccc(C2/C=C\CN(S(=O)(=O)c3ccc4ccccc4c3)CC(=O)N2Cc2ccc(F)cc2)cc1 (centres undefined) | 41.9 | 2.0 | 99.0 | 97.2 | 96.8 | -7.8 | 0.6 | 1.8 | -4.4
Cc1nc(Oc2cccc(Cl)c2)c2oc3ccccc3c2n1 | 23.2 | 41.0* | 97.2 | 105.2 | 97.3 | 3.4 | -0.7 | 3.3 | 0.0
CCCC(O)(CCC)C(=O)NNc1ccc(C)cc1 | 4.6 | 0.0 | 90.0 | 111.1 | 100.7 | 0.8 | 2.2 | 4.9 | 9.5

Further compounds follow.
SMILES | VLA-4 inh | GRK2 inh | CR mimetic SO | AGP1 TOR yeast | CIT2-GFP yeast | MCL1 BIM primary | MEX-5 binding | Bcl-xL primary | GLD-1 RNA inh
CC1(c2ccc3noc(-c4ccc(F)cc4)c3c2)OCCO1 | -4.4 | 2.0 | 103.7 | 97.7 | 94.0 | 83.3* | -7.5 | 73.9* | 88.8*
CN(c1ccc(C(=O)Nc2ccc(CC#N)cc2)cc1)S(C)(=O)=O | 9.7 | 2.0 | 110.0 | 88.3 | 84.9 | 0.8 | 1.6 | 5.5 | 3.5
Cc1oc(-c2ccccc2F)nc1CS(=O)(=O)CC(=O)NCCN(C)C1CCCCC1 | -3.9 | 0.0 | 89.9 | 107.2 | 115.8 | 3.5 | -1.9 | 7.4 | -0.5
O=C(CSc1nc2c([nH]c3ccccc32)c(=O)n1-c1ccccc1)NCC1CCCO1 (centres undefined) | 3.5 | 0.0 | 103.7 | 100.7 | 101.9 | 2.2 | 0.4 | 2.1 | 5.3
COc1ccccc1N1C(=O)C(=O)N(C)C1=O | -4.4 | / | 106.1 | 98.8 | 86.2 | 5.4 | -0.1 | -0.4 | 1.6
Cc1cc(=O)[nH]c(NCc2ccccc2)n1 | 6.3 | 4.0 | 105.1 | 97.5 | 97.8 | -5.7 | -1.8 | -0.2 | -2.4
CC(C)COc1ccc(Cc2cnc(N)nc2N)cc1 | 12.1 | 1.0 | 90.3 | 90.8 | 94.7 | 7.5 | 0.1 | 4.1 | -0.5
C=CCn1c(SCC(N)=O)nc(C)cc1=O | 7.7 | 2.0 | 93.2 | 100.7 | 110.8 | 8.0 | 0.8 | -1.8 | 6.9
COc1cc2[nH]c(-c3ccc(C)cc3)cc(=O)c2cc1OC | -1.4 | 2.0 | 111.4 | 71.8 | 62.9 | -7.8 | -0.4 | -5.7 | -3.3
CCCOc1cccc(NC(=O)c2c(-c3ccccc3)noc2C)c1 | -2.9 | 2.0 | 114.9 | 103.3 | 97.9 | 1.4 | 2.5 | 3.9 | 5.7
COc1ccccc1-n1cc2c([N+](=O)[O-])cc([N+](=O)[O-])cc2n1 | 9.9 | 0.0 | 100.9 | 92.8 | 102.5 | 3.0 | -0.9 | 1.5 | -4.4
CN(C)S(=O)(=O)Oc1ccc(C(=O)Nc2cccc(Cl)c2)cc1 | 29.2 | 5.0 | 106.0 | 94.2 | 95.0 | 0.3 | -0.5 | 4.7 | 1.8
CC[C@H](C)[C@H](NS(=O)(=O)c1ccc(C)cc1)C(=O)N1CCC(C(=O)N[C@H](C(=O)O)C(C)C)CC1 | 6.4 | 5.0 | 89.8 | 99.8 | 99.7 | 22.4 | -2.3 | 40.8* | 6.4
COc1ccc(C)cc1NC(=O)c1ccc(S(=O)(=O)N2CCOCC2)cc1 | -8.6 | 1.0 | 95.7 | 103.3 | / | 8.5 | 0.2 | 3.9 | 9.2
COc1ccc(C(=O)NC(=S)Nc2cc3oc4ccccc4c3cc2OC)cc1 | -0.4 | 2.0 | 98.3 | 97.8 | 101.5 | 6.8 | 0.6 | 0.0 | 2.2
CCOC(=O)[C@H]1[C@H]2COc3ccc(C)cc3[C@@H]2N2C(=O)CN(Cc3ccc(Cl)cc3)C(=O)[C@@]12C | -1.7 | 0.0 | 103.6 | 102.2 | 98.9 | 3.2 | / | 4.5 | -0.9
CC1(C)CC(=O)C(C(C2=C(O)CC(C)(C)CC2=O)c2ccc([N+](=O)[O-])cc2)C(=O)C1 (centres undefined) | -15.2 | 0.0 | 100.5 | 93.7 | 91.8 | -2.3 | -2.3 | 7.3 | 8.8
Cc1ccc(Cl)cc1NC(=O)COC(=O)C1CCCCC1 | -17.2 | 0.0 | 86.3 | 102.3 | 110.1 | -6.6 | -1.4 | 1.7 | 0.3
O=C1/C(=C/c2cccc([N+](=O)[O-])c2)Oc2cc(O)ccc21 | 5.0 | 1.0 | 100.3 | 89.5 | 95.8 | -4.8 | 3.4 | 5.1 | -11.3
Cc1cc(C)c(S(=O)(=O)Nc2ccc(N(C)C)cc2)c(C)c1-n1cnnn1 | -2.5 | 4.0 | 104.1 | 89.9 | 86.1 | 15.1 | -2.4 | 9.9 | -4.5
COc1cc2c(cc1OC)-c1cc(Nc3ccc4c(c3)OCCO4)nc(=O)n1CC2 | 19.8 | 0.0 | 102.2 | 83.8 | 75.3 | 7.2 | -0.8 | 12.0 | 3.3
O=C(NC1CCCC1)C(=O)N(c1ccccc1F)C(C(=O)NCC1CCCO1)c1cccs1 (centres undefined) | -2.5 | 0.0 | 86.5 | 102.8 | 108.3 | 0.8 | -0.4 | 4.0 | 6.6
CC1CC(C)CN(S(=O)(=O)CCNC(=O)c2ccc3c(c2)OCO3)C1 (centres undefined) | 3.7 | 0.0 | 108.0 | 115.8 | 97.8 | -6.0 | -1.8 | 1.5 | -0.3
CCCOc1ccc(CN(C(=O)c2cccc(OC)c2)C2CCS(=O)(=O)C2)cc1 (centres undefined) | -1.9 | 99.0* | 94.9 | 105.4 | 99.8 | 7.9 | -1.5 | 3.0 | 6.5
CCC(CC)NC(=O)COC(=O)CCC(=O)c1cccs1 | 1.4 | 4.0 | 100.0 | 98.6 | 102.8 | -9.7 | 0.3 | 4.4 | -2.6
Cc1cc(/C=C2/NC(=O)N(Cc3ccccc3F)C2=O)c(C)n1C(C)C | -3.7 | 2.0 | 102.6 | 107.2 | 103.0 | -0.9 | 0.1 | -0.5 | 2.1
C/C(=N\OC(=O)c1ccc(C)cc1)c1sc(C)nc1C | 0.4 | 0.0 | 95.0 | 96.2 | 98.4 | -4.3 | -2.1 | 2.0 | 2.3
Cc1cc(C(F)F)n2nc(C(=O)Nc3cc(C)on3)nc2n1 | 12.4 | 2.0 | 99.7 | 93.1 | 93.8 | -2.6 | 2.1 | 0.4 | 5.0
CCCn1c2ccccc2c2cnn(CC(=O)OC)c(=O)c21 | 1.9 | 0.0 | 109.1 | 101.4 | 90.3 | 0.9 | -0.7 | 3.4 | 5.7
C/C(=N\NC(=O)C1CC1)c1ccc(NC(=O)c2ccc(Br)o2)cc1 | 2.8 | 0.0 | 106.7 | 100.7 | 91.7 | 3.2 | -3.3 | 5.0 | -0.7
OCc1nc2ccc(Cl)cc2[nH]1 | 1.5 | 1.0 | 98.2 | 105.0 | 104.9 | 2.3 | 0.6 | -2.0 | -1.2
C/C(=N/NC(=O)c1ccc(-c2ccccc2)cc1)c1cccc(O)c1 | 4.6 | 0.0 | 88.6 | 90.2 | 91.5 | / | / | / | /
C=CCn1c(SCc2c(C)noc2C)nc2ccccc2c1=O | 15.2 | 2.0 | 110.7 | 104.0 | / | -7.0 | 0.2 | -12.2 | 5.5
CC(OC(=O)C1CSC2(C)CCC(=O)N12)C(=O)Nc1cccc(C#N)c1 (centres undefined) | 7.3 | 1.0 | 107.0 | 105.9 | 102.3 | -8.2 | -2.2 | 0.5 | 2.9
